TRAIL sens C8 = caspase-8 TRAIL sensitization; NB7+C8 cells + TRAIL, ATPlite viability luminescence; inhibition (viability loss, TRAIL sensitization), % at 10 µM; hit rate 1% among 360,000;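 active means compounds causing at least 50% loss of cell viability in the single-dose screen, relative to plate controls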
Shn3 inh set2 = Schnurri-3 reporter inhibition in Clone20 osteoblasts; Clone20 osteoblast Shn3 3'UTR firefly luciferase, 24 h; hit rate 0.52% among 360,000; inhibition, % at 12.5 µM;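 active means mean inhibition of at least 75% with every replicate also reaching 75%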;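 further: 0% = median of neutral control wells and 100% = pilot-screen positive control compound; some compounds past the cut are filed as inactive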
HIF-2a inh = HIF-2a inhibition. hit rate 0.72% among 360,000. 786-0 RCC cells HIF-2a reporter, luciferase luminescence, overnight. AID 624352. inhibition, % at 18.8 µM;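 active means inhibition of the luminescence signal of 40% or more relative to plate controls, in a single-dose primary screen at 18.75 µM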
TWEAK-Fn14 inh = inhibitors of TWEAK-Fn14 interaction signaling | TWEAK-stimulated Fn14 reporter cells, luciferase luminescence, 8 h | inhibition, % at 10 µM | hit rate 2% among 360,000 | AID 1159606; in the data active means inhibition above about 50%
NR2E3 ag-1 = activates human NR2E3 receptor; AID 602229; Q9Y5X4; inhibition of corepressor binding, % at 3.98 µM; CHO-S Gal4-NCOR/VP16-NR2E3 two-hybrid, luciferase; hit rate 0.35% among 360,000;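 active means inhibition above the mean of all tested compounds plus 3 SD, cut at about 70% in these data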;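 further: 0% = DMSO with NR2E3 transfected cells and 100% = cells lacking NR2E3 construct; higher means lower luciferase signal from less NR2E3 corepressor binding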
Target sequence (Q9Y5X4 whole entry, looked up, the tested form may be a part): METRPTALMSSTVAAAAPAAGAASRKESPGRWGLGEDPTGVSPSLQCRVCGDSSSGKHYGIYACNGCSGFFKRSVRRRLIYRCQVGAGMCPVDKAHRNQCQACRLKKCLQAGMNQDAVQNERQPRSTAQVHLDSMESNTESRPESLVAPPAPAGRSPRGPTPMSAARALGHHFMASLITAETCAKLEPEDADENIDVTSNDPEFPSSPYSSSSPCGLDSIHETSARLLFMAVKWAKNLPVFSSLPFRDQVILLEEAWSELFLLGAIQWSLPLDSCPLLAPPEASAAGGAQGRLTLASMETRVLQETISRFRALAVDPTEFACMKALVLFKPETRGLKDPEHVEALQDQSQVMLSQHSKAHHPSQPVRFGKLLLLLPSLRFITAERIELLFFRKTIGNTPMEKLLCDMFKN
KKLEB cytotox = CF airway cell cytotoxicity counter-screen; KKLEB CF airway cells viability, ATPlite luminescence, overnight; stronger effect = lower value; cells stimulated with P. aeruginosa culture filtrate; activity change (cytotoxicity), % at 5 µM; hit rate 0.36% among 360,000; AID 602141;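 active means corrected activity change at or below -50% at 5 µM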
TROY NFkB inh = blocks TROY-dependent signaling in reporter cells. AID 1347056. inhibition, % at 10 µM. hit rate 0.98% among 360,000. Q293 LMP1-TROYcd NF-kB luciferase reporter, 4 h;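 active means compounds whose plate-normalised and pattern-corrected inhibition of the luciferase reporter signal at the single screening dose is 50% or more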
MITF TRPM1 inh = reduces MITF-dependent TRPM1 promoter luciferase signal; SK-MEL-5 TRPM1 promoter luciferase, 24 h; inhibition, % at 12.5 µM; hit rate 0.83% among 330,000;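 active means mean inhibition across replicates of 60% or more, whatever share of single replicates reaches that level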; further: values of inactives mirror those of a sister screen read the other way
CF NFkB block = cystic fibrosis NF-kB activation inhibition; KKLEB NF-kB-GFP reporter, PAF-induced, GFP fluorescence overnight; inhibition, % at 5 µM; hit rate 0.86% among 360,000; AID 588850;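 active means at least 50% inhibition at 5 µM, scaled per plate between neutral and stimulator controls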;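 further: PAF is a Pseudomonas aeruginosa culture filtrate used as stimulus; plate controls were PAF-stimulated DMSO wells for no effect and unstimulated DMSO wells for full effect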
NR2E3 ag-2 = NR2E3 (human) agonism. GST-NR2E3/biotin-RetCOR TR-FRET, 1536-well. hit rate 0.12% among 320,000. inhibition of corepressor binding, % at 4.78 µM. Q9Y5X4. AID 2300;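 active means percent inhibition above the cutoff of mean plus 3 SD of all tested compounds, set per screening campaign, cut at about 20% in these data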;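 further: 0% = DMSO wells and 100% = biotin wells as full block of FRET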
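System: GST-NR2E3 and biotin-RetCOR proteins; probe or stimulus: 7 nM biotin-RetCOR; doses: compound at 4.8 µM, single dose; schedule: Compound–protein incubation for 5 h at 4 °C; detection: time-resolved FRET; read-out: percent inhibition; controls: biotin wells as high control, 0.6% DMSO wells as low control; format: 1536-well plates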
Peg3 promoter = reduces Peg3 promoter-driven luciferase expression in HeLa. HeLa PEG-Prom luciferase reporter, luminescence, overnight. inhibition, % at 20 µM. hit rate 1.7% among 360,000;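 active means inhibition of at least 50% at 20 µM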
Starred values were filed as active, the others as inactive; · = not tested or not shown. This is a subset; count on the stated rates, not on these rows.

SMILES | TRAIL sens C8 | Shn3 inh set2 | HIF-2a inh | TWEAK-Fn14 inh | NR2E3 ag-1 | KKLEB cytotox | TROY NFkB inh | MITF TRPM1 inh | CF NFkB block | NR2E3 ag-2 | Peg3 promoter
COc1ccc(-c2noc(C(C)NC(=O)c3ccco3)n2)cc1OC (stereo not drawn) | -7 | 3 | 4 | -4 | -8 | 0 | 1 | 1 | 2 | -2 | 3
CCOC(=O)C1CCCN(Cc2nc(Cc3ccccc3Cl)no2)C1 (stereo not drawn) | 1 | 3 | -1 | 7 | 11 | 6 | -19 | -7 | 6 | 3 | 7
COC(=O)CCCC1=CC2=C(c3ccccc3)C(=O)C(C)(OC(=O)C3CCCC3)C(=O)C2=CN1CC1CC1 (stereo not drawn) | 6 | 14 | 1 | -6 | 8 | -6 | -18 | 0 | 14 | -1 | 3
CCc1ccccc1NC1=NCC(=O)N1Cc1ccccc1 | -1 | -4 | 8 | 1 | -7 | 8 | -4 | 13 | -24 | -4 | 12
CCCCNCC#CCOc1cc(C)ccc1C(C)C | 6 | 42 | 16 | 6 | 5 | -25 | 6 | 7 | 4 | -1 | 7
Cc1[nH]c(=O)cc2ccccc12 | -2 | -15 | -5 | 13 | -14 | 2 | 6 | 4 | -5 | 5 | -12
CC1=C(C(=O)Nc2ccccc2C)C(c2cccs2)NC(=S)N1 (stereo not drawn) | -8 | 12 | 12 | 9 | -2 | 12 | -10 | 8 | -32 | 2 | -1
CN(C)c1oc(/C=C/c2cccs2)nc1S(=O)(=O)c1ccccc1 | 10 | 16 | -2 | 15 | 16 | 0 | -7 | 7 | 6 | 1 | 21
O=C(NCCOc1ccc(F)cc1)c1ccccc1SCc1ccccc1 | 0 | -30 | 16 | 19 | -3 | 3 | 0 | -1 | 4 | 4 | 60*
NC(=O)CC(NC(=O)Cc1ccc(Cl)cc1)c1ccc(NCCc2ccccc2F)c([N+](=O)[O-])c1 (stereo not drawn) | -11 | 11 | -9 | 0 | -2 | -12 | -4 | 2 | -19 | 2 | 14
N#Cc1c2n(c3c(=O)n(Cc4ccc(Cl)cc4)cnc13)CCCCC2 | 8 | 16 | 1 | -21 | -5 | -18 | -36 | 2 | 21 | 4 | 11
COC(=O)C1=C(N)OC2=C(C(=O)CCC2)C1c1ccc2c(c1)OCO2 (stereo not drawn) | -8 | -12 | 8 | 11 | -32 | 2 | 11 | 3 | -3 | 3 | 0
CCCN1CCCc2cc(CN(CCCN3CCOCC3)C(=O)Nc3ccc(OCC)cc3)ccc21 | 3 | 14 | -33 | 3 | -8 | 3 | -5 | 14 | -21 | 3 | -1
COc1cc(C)c(NC(=S)Nc2ccc(C)c(Cl)c2)cc1OC | -15 | -8 | -1 | -9 | -5 | 16 | -20 | -5 | -3 | -2 | -4
Cn1c(SCC(=O)N2CCCC2)nc2cccnc21 | -9 | -6 | 3 | -2 | -11 | -5 | -2 | -4 | 1 | 3 | -11
CCO/C(C)=N/Oc1cncnc1 | -9 | -14 | 6 | -15 | 12 | 13 | -21 | · | -10 | · | -5
O=C(Nc1ccc(Cc2nc3ccccc3s2)cc1)c1ccncc1 | 5 | 30 | -18 | 59* | 22 | -8 | 27 | 37 | 6 | 4 | -4
COC(=O)c1ccc(-c2ccc(C(c3c(C)[nH][nH]c3=O)c3c(C)[nH][nH]c3=O)o2)cc1 | 0 | 30 | -25 | 56* | 0 | 4 | 13 | 43 | 1 | 1 | -48
CCOC1=C2[C@H](c3ccccc3F)N(S(=O)(=O)c3ccc(C)cc3)C[C@H]2n2c(=O)n(-c3ccccc3)c(=O)n2C1 | -11 | 4 | 7 | -13 | -5 | -4 | -2 | · | 5 | · | -20
COc1ccccc1N1CCN(C(=O)C2CCN(S(=O)(=O)c3ccccc3)CC2)CC1 | 4 | -5 | 17 | -3 | -5 | -22 | 2 | 6 | 20 | 3 | 8

Next part (2 carried over from the part before).
SMILES | TRAIL sens C8 | Shn3 inh set2 | HIF-2a inh | TWEAK-Fn14 inh | NR2E3 ag-1 | KKLEB cytotox | TROY NFkB inh | MITF TRPM1 inh | CF NFkB block | NR2E3 ag-2 | Peg3 promoter
CCOC1=C2[C@H](c3ccccc3F)N(S(=O)(=O)c3ccc(C)cc3)C[C@H]2n2c(=O)n(-c3ccccc3)c(=O)n2C1 | -11 | 4 | 7 | -13 | -5 | -4 | -2 | · | 5 | · | -20
COc1ccccc1N1CCN(C(=O)C2CCN(S(=O)(=O)c3ccccc3)CC2)CC1 | 4 | -5 | 17 | -3 | -5 | -22 | 2 | 6 | 20 | 3 | 8
C=CCN1C(=O)C(Cc2ccc(F)cc2)S/C1=N/N=C/c1ccco1 (stereo not drawn) | 19 | 11 | 10 | -10 | -11 | -5 | 17 | -7 | -7 | -3 | -1
COc1ccc(NC(=O)c2sc(=O)n(Cc3ccc(SC)cc3)c2C)cc1OC | -6 | -22 | -20 | 17 | -28 | -12 | 4 | · | -2 | · | 8
COc1ccc(OC)c(/C=C/C(=O)OCC(=O)Nc2cccc(C(C)=O)c2)c1 | -27 | 4 | 12 | 22 | -19 | -1 | 10 | 1 | -7 | 2 | -1
O=C(COC(=O)c1cccs1)NCCN1C(=O)CSC1=O | -15 | -7 | -10 | -18 | 3 | -1 | -13 | 9 | 0 | 0 | -13
CC(=O)N1CCN(c2ccc(NC(=O)c3ccc(OCc4ccccc4)cc3)cc2)CC1 | 1 | 19 | 15 | 16 | -14 | -4 | 10 | -6 | 8 | 5 | 6
COC(=O)C1CN(C(=O)C(C)Oc2ccccc2Cl)c2ccccc2O1 (stereo not drawn) | 3 | 3 | 13 | 5 | -14 | -8 | 17 | 19 | 21 | 4 | 11
Cc1ccc(NC(=O)C(c2ccccc2)N(C)C)cc1Cl (stereo not drawn) | -3 | -8 | -20 | -18 | -2 | -2 | -70 | 1 | -19 | 3 | 1
Cc1ccccc1-n1c(SCC(=O)NC(N)=O)nc2sc(-c3ccccc3)cc2c1=O | -11 | 12 | -33 | 27 | -40 | 8 | -2 | -11 | 1 | -3 | -36
O=C(Nc1ccccn1)C1CCN(C(=O)c2ccc(Cl)cc2)CC1 | 4 | -12 | -5 | -24 | -14 | 10 | 2 | · | -7 | · | -7
CN(C)c1nc(C=C(C#N)C#N)c(Cl)n1-c1ccc(F)cc1 | -19 | 97* | 91* | 72* | 11 | -96* | 16 | 101* | 86* | · | 110*
CCN(CC)c1ccc(NC(=O)c2ccco2)c(C)c1 | -11 | -33 | -75 | -1 | 1 | -16 | -20 | -31 | 15 | -6 | -30
CCOc1cc(/C=C2/C(=N)N3C(=NC2=O)SN=C3S(=O)(=O)C(C)C)ccc1OC(=O)c1ccco1 | -11 | -18 | 0 | -12 | 1 | -8 | 12 | -8 | 4 | 1 | 7
CCc1nc2c(n1O)CCc1nonc1-2 | 3 | -2 | 10 | 10 | 12 | 4 | 4 | -3 | 4 | -5 | 23
Cc1ccc(-c2cc(C(=O)Nc3c(C#N)cnn3C)no2)cc1 | 31 | -41 | -90 | -5 | -43 | 2 | -53 | -53 | -9 | 2 | -77
CCC(c1nnnn1Cc1ccco1)N1CCN(C(=O)c2ccco2)CC1 (stereo not drawn) | 1 | -11 | 6 | -17 | 6 | 2 | 8 | 7 | 2 | -1 | 7
C=CCNc1nnc(Cc2ccc(C(C)C)cc2)c(=O)[nH]1 | 25 | 7 | 10 | 18 | -23 | -11 | -15 | -1 | 28 | 4 | -6
CCOc1ccccc1N1CCN(Cc2cccc(OC)c2O)CC1 | -8 | 26 | -6 | -1 | 17 | 2 | -22 | -2 | 1 | 0 | 14
CN(C(=O)c1ccc2c(=O)n3c(nc2c1)CCCCC3)c1ccccc1F | 13 | 2 | -19 | -1 | -5 | -2 | -30 | 2 | 20 | 1 | -16
NS(=O)(=O)c1ccc(CCNc2ccccc2[N+](=O)[O-])cc1 | -6 | -14 | -122 | -6 | -37 | 1 | -6 | -49 | 8 | 1 | -106
Cc1ccc(NC(=O)COc2coc(CN3CCN(c4ccccc4)CC3)cc2=O)cc1 | 8 | 16 | 8 | 2 | 16 | 2 | 20 | 6 | -18 | 1 | 31
CC(C)(C)N1CC(C(=O)Nc2ccc(S(=O)(=O)N3CCCCC3)cc2)CC1=O (stereo not drawn) | -19 | 3 | 9 | -11 | -3 | 8 | -13 | 10 | -10 | -8 | 8
COc1ccccc1CNC(=O)C1CCC1 | 2 | 5 | 7 | -8 | -18 | -11 | 4 | 0 | 11 | -2 | -1
COc1ccc(NC(=O)c2ccco2)cc1NC(=O)c1cccc(F)c1 | 8 | 1 | -11 | -7 | -11 | 1 | -3 | -6 | 9 | · | 2
Cc1ccc2nc(-c3ccc(NC(=S)NC4CC(C)(C)NC(C)(C)C4)cc3)sc2c1 | 25 | -71 | -195 | 27 | -149 | -44 | -5 | -45 | 38 | 1 | 105*
Cc1ccc(C)c(C(C)NC(=O)Cc2cccs2)c1 (stereo not drawn) | -19 | -4 | 21 | -8 | 11 | 6 | 18 | -5 | -4 | 3 | 10
CCCN1C(=O)/C(=N\OCC(=O)NC23CC4CC(CC(C4)C2)C3)c2ccccc21 | 6 | 12 | 1 | 7 | -8 | 6 | 8 | 4 | 3 | -1 | 22
Cc1ccc(-c2nn(C)c(=O)c3ccccc23)cc1CNC(=O)CN1CCOCC1 | 29 | -3 | 13 | -7 | -19 | -7 | -9 | 3 | 4 | -2 | 13
CCOc1cc(NC(=O)c2ccccn2)c(OCC)cc1NC(=O)c1ccc(Cl)cc1 | 4 | 14 | 14 | -7 | -9 | -6 | -8 | 20 | 19 | 0 | 6
CCN1CCN(c2cc(C)c3cc(NC(=S)NCCCOC)ccc3n2)CC1 | 11 | 7 | -43 | 2 | -12 | -1 | -31 | -8 | -18 | 1 | 5
COc1ccc(NS(=O)(=O)c2cc(NC(=O)c3cccs3)ccc2N2CCOCC2)cc1 | 28 | · | 15 | 21 | -33 | -16 | 22 | 10 | 17 | 2 | 34
CCCCS(=O)Cc1ccccc1 (stereo not drawn) | 9 | -24 | 4 | -8 | 3 | 6 | 12 | -20 | 2 | 7 | 16
CCOC(=O)C1(C)CCCN(C(=O)c2ccccc2)C1 (stereo not drawn) | -10 | -2 | 2 | -7 | 7 | -7 | -8 | · | 8 | · | -5
O=C1N(Cc2cccc(Cl)c2)C[C@@H]2C[C@@H](c3cccc4ncccc34)N3CCC[C@@]123 | -4 | 11 | 13 | 20 | 18 | -10 | -2 | -14 | 8 | 0 | 17
COc1ccccc1N(CN1CCCC1=O)C(=O)c1c(F)cccc1Cl | 6 | -11 | 23 | -13 | 16 | -4 | -11 | 8 | -10 | -1 | 4
Cc1cc(C)cc(N(CC(=O)NC2CCCCC2)C(=O)CNC(=O)c2ccco2)c1 | 1 | 2 | 11 | 7 | 7 | 7 | 8 | -3 | -16 | 5 | 1
